Source: PubChem (several laboratories)
E coli Lon inh: inhibitors of E. coli Lon protease; P0A9M0; AID 602123; 360,000 tested, 0.42% active; inhibition, % at 7.94 µM; purified E. coli Lon protease, fluorescence polarization; in the data active = inhibition above about 13%, passing the limit was not always enough;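 also: 0% = enzyme with probe and DMSO and 100% = no enzyme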
Target sequence (P0A9M0 whole entry, looked up): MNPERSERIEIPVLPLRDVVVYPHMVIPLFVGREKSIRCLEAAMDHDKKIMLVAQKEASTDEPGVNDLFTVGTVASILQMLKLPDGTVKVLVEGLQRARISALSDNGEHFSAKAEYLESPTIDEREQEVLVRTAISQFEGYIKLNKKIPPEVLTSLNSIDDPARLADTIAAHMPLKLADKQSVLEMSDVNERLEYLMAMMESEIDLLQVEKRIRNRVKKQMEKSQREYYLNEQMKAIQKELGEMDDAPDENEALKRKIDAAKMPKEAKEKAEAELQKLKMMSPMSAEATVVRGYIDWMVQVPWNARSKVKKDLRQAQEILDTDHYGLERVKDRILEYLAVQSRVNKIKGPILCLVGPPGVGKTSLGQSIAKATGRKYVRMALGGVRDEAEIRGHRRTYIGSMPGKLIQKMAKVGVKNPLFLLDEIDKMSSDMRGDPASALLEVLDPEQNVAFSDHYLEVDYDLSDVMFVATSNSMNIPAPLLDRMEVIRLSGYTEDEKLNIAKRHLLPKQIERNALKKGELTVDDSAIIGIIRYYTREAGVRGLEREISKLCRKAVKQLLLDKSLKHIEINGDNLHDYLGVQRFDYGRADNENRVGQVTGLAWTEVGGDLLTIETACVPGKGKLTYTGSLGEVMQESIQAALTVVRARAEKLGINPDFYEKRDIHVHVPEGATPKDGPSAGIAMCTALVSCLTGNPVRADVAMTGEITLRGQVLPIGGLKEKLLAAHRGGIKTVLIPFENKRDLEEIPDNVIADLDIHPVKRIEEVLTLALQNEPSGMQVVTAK
FAS TE block: inhibitors of human fatty acid synthase thioesterase domain | recombinant FAS-TE, OMFH fluorogenic substrate, fluorescence endpoint | inhibition, % at 15 µM | 360,000 tested, 0.67% active;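 active = compounds whose normalised, plate-corrected inhibition of enzyme fluorescence in the single-dose primary screen is 50% or more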;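 also: 0% = DMSO with enzyme and 100% = substrate without enzyme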
MT1-MMP act inh: inhibitors of human MT1-MMP activation; P50281; HT1080 RFP-PRO-GFP cells, GFP/RFP ratio fluorescence, overnight; percent of plate control window, DMSO zero; GFP/RFP ratio change, % at 20 µM; 360,000 tested, 0.061% active;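 active = GFP/RFP ratio change of at least 30% with cell ATP level not reduced by more than half and red fluorescence within 50% of control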; also: strong numbers were not always called active
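Assay system: HT1080 cells carrying an RFP-PRO-GFP reporter | Dosing: Single dose of 20 µM compound, 1% DMSO final | Incubation: Cells overnight before dosing, compound overnight, 37 °C, 5% CO2 | Evaluation: GFP/RFP fluorescence ratio | Control set: DMSO and RFP-L50D-GFP cell wells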
CSN inh: CSN deneddylation inhibition; Purified CSN, SCF-Nedd8-OG deneddylation, fluorescence polarization; inhibition, % at 12.5 µM; AID 651999; 360,000 tested, 0.38% active;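 active = pattern-corrected inhibition above about 35%, with an unprinted fluorescence ratio check between 0.5 and 1.5, limit read from the data, passing the limit was not always enough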;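 also: 0% = enzyme with substrate and 100% = substrate without enzyme; some results filed as inactive read as strong as hits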
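Assay system: HEK293T-derived human Csn5 enzyme; quantity: 0.24 nM enzyme; medium: Tris/NaCl/DTT buffer, pH 7.5; also added: substrate SCFSkp2-Nedd8OG, 10 nM; doses: 12.5 µM compound; schedule: 90 min reaction at room temperature; signal: FP; read-out: % inhibition of substrate cleavage by Csn5; benchmarks: substrate-only high control, full reaction low control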
MsrA inhibitor: bovine MsrA inhibition. purified bovine MsrA, absorbance read-out. inhibition, % at 15.5 µM. 360,000 tested, 0.75% active; in the data active = inhibition above about 4.5%;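 also: 0% = vehicle wells with enzyme and 100% = reference inhibitor wells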
Rpn11 block: inhibitors of human proteasome Rpn11; human 26S proteasome, Ub4-pepOG fluorescence polarization; 20S core pre-blocked with epoxomicin; calls only at 20 µM; 360,000 tested, 0.59% active; O00487;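 active = inhibition at 20 µM, scaled to each plate's controls, above about 33%, limit read from the data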
Target sequence (O00487 whole entry, looked up): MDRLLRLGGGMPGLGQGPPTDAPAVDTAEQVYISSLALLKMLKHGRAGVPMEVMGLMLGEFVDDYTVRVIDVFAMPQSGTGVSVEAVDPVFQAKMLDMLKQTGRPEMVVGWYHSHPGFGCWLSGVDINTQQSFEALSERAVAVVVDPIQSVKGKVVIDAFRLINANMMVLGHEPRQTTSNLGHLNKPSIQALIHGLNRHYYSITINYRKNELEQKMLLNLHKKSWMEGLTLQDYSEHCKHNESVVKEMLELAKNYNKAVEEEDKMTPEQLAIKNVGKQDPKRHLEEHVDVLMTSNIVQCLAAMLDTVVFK
MLLE-PAM2 inh: inhibitors of microRNA-mediated deadenylation, human PABP1 MLLE binding; GST-MLLE / FITC-PAM2 fluorescence polarization; 360,000 tested, 0.36% active; inhibition, % at 20 µM; P11940; AID 588489; in the data active = inhibition above about 35%, passing the limit was not always enough;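 also: plate controls were DMSO wells with GST-MLLE for no effect and wells lacking GST-MLLE protein for full effect; some results filed as inactive read as strong as hits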
MsrA act: bovine methionine sulfoxide reductase A activation; 360,000 tested, 0.3% active; purified bovine MsrA, absorbance read-out; AID 602163; activation, % at 10.6 µM; in the data active = activation above about 7.5%;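 also: 0% = vehicle and 100% = reference activator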
Rin1 Abl inh: inhibitors of human Rin1-Abl protein interaction. inhibition, % at 7.35 µM. 360,000 tested, 0.4% active. TR-FRET Rin1/Abl binding, biochemical; in the data active = inhibition above about 5%, passing the limit was not always enough
* marks the source's active call; other numbers are inactive results; i = inactive; . = no result given. Rows are unselected; any-hit rate near 3.7%.

smiles,E coli Lon inh,FAS TE block,MT1-MMP act inh,CSN inh,MsrA inhibitor,Rpn11 block,MLLE-PAM2 inh,MsrA act,Rin1 Abl inh
CN(C)CCN1C(=O)C(O)=C(C(=O)c2ccco2)C1c1ccccc1F (configuration not stated),2,-8,5,-1,1.2,i,12,-2,0
O=C(c1ccc([N+](=O)[O-])cc1)n1nc(-c2ccccc2)nc1NCc1ccccc1,1,24,2,2,-0.3,i,11,-1,-2
Clc1ccc2c(SCC3CO3)c3ccccc3nc2c1 (configuration not stated),-9,37,0,10,0.6,i,13,-1,-4
O=C(NNC(=O)c1ccc(Cn2cccn2)o1)NC12CC3CC(CC(C3)C1)C2,-6,-6,1,3,-0.5,i,5,-4,-1
O=C(O)CCC1(C(=O)O)CCC(=O)c2ccccc21 (configuration not stated),6,-7,4,-2,-0.1,i,-5,-1,-4
COc1ccc(-c2nnn(CC(=O)N(c3cccc(O)c3)C(C)C(=O)NC3CCCC3)n2)cc1OC (configuration not stated),-7,-5,-1,-6,0.7,i,3,-10,0
O=C(COc1ccc(Br)cc1CO)N1CCCc2ccccc21,9,5,-3,-2,-0.5,i,7,-1,2
Cc1ccc(S(=O)(=O)N2CCN(C(=O)CSc3nncs3)CC2)cc1,0,-2,0,-4,1.5,i,-17,-7,-1
COc1ccc(C=NNC(=O)CCCC(=O)NN=Cc2ccc(OC)c(OC)c2)cc1OC,8,-9,2,-3,1.4,i,8,-3,2
CCOC(=O)N1CCC(NC(=O)c2ccc3c(c2)N=C(C)c2ccccc2S3)CC1,-5,-1,0,-3,1.1,i,-3,-1,-3
COC(=O)c1ccc(NC(=O)Nc2ccc(OC)c(OC)c2)cc1,-2,-4,6,-2,-1.5,i,3,-4,0
CC(NC(=O)C(=S)N1CCN(C)CC1)c1ccccc1 (configuration not stated),-3,-1,-6,4,-0.2,i,7,0,0
COc1ccc(C)cc1NC(=O)CCN1CCN(c2ccccc2F)CC1,1,5,2,4,1.2,i,-4,-2,0
O=C(OCc1ccccc1)N1CCC2CC1c1ccc(Cl)cc12 (configuration not stated),-3,24,10,0,0.5,i,-4,-12,2
CCc1nnc(NC(=O)C2CCCN2C(=O)NC2CCCCC2)s1 (configuration not stated),-4,-4,1,-2,0.3,i,0,-1,0
COC(=O)[C@@H](NC(=O)Nc1ccc(S(N)(=O)=O)cc1)C(C)C,-12,-1,5,4,-1.3,i,8,-3,2
O=C1c2ccsc2SCCN1Cc1ccccc1,-5,-4,4,3,0.1,i,11,-10,2
COc1ccc(CNC(=O)CCNC(=O)N2CCn3c2nc2ccccc23)cc1,-6,-5,-1,-2,-1.0,i,-5,-3,-2
O=C1Nc2cc(C(=O)N3CCN(c4ccc(F)cc4)CC3)ccc2NC1CSCc1cccc(F)c1 (configuration not stated),-284,-27,-72,51*,2.9,.,-153,-7,4
COCCNCc1nc2sc(C)c(-c3ccccc3)c2c(=O)[nH]1,-2,-10,1,7,-0.5,i,-7,-6,-2
CN(CC(=O)Nc1ccc(OC(F)(F)F)cc1)C1CCCCC1,-1,4,1,6,0.2,i,-16,-6,1
CCN1CCN(C(=O)c2cc3c(=O)oc4ccc(C)cc4c3s2)CC1,1,-1,2,1,1.8,i,12,-1,-5
CN(C)S(=O)(=O)c1ccc(NC(=O)C2COc3ccccc3O2)cc1 (configuration not stated),-1,-2,4,4,-0.7,i,-1,-7,5
O=C1/C(=C/c2ccccc2)SC(=S)N1CC(=O)N1CCCCC1c1cccnc1 (configuration not stated),4,1,-5,0,0.8,i,11,-5,-5
COCCn1c(C)cc(C(=O)CSc2nncn2-c2ccccc2)c1C,1,-8,0,-2,-0.6,i,2,2,6
CCCCN(C(=O)CSCC(=O)Nc1ccc(OC)cc1)c1c(N)n(CCC)c(=O)[nH]c1=O,-7,-10,-2,2,-1.6,i,7,-3,1
O=C(Nc1c(O)c2ccccc2[nH]c1=O)c1ccco1,10,-6,-12,4,-0.7,i,11,0,0
Cc1cc(C)n(-c2ccc(S(=O)(=O)N3CCCC3)cc2[N+](=O)[O-])n1,-12,-3,-1,3,0.0,i,-1,-4,1
C[n+]1cccc2ccc3c(c21)OC(N)=C(C#N)C3c1ccccc1 (configuration not stated),10,-3,0,6,-0.7,i,-107,-3,-4
CN(CC(=O)Nc1ccc(S(=O)(=O)N(C)C)cc1)Cc1ccc(C(F)(F)F)cc1,-17,53*,-3,12,0.0,i,-5,0,-2
CCCSc1cc(=O)n(-c2ccc(F)cc2)nc1C(=O)OCC,2,2,-1,-1,0.9,i,-9,-2,3
CC(=O)c1sc(NC(=O)C2CCCN2S(=O)(=O)c2ccccc2F)nc1C (configuration not stated),-2,-7,-2,3,1.4,i,-5,-6,-1
c1ccc(C(CN2CCOCC2)c2ccccc2)cc1,-4,-6,5,4,-0.4,i,-2,-2,-2
Cc1ccnc(-n2c(C)cc(/C=N/NC(=O)COc3cccc4cccnc34)c2C)c1,-2,-1,-1,-5,1.6,i,3,-4,-3
Cc1ccc(C(c2nnnn2Cc2cccs2)N2CCN(C(=O)c3ccco3)CC2)cc1 (configuration not stated),0,6,-1,6,-0.3,i,10,-3,2
CC(=O)c1cccc(NC(=S)Nc2ccc(F)cc2)c1,-12,0,8,8,2.0,i,26,-2,-3
Cc1ccc(CNC(=O)CSc2nc(=O)n3cccc(C)c3n2)cc1,-8,3,-2,3,3.5,i,-3,-2,-1
CCCCCOCC1CC(C/C(C)=N/NC(N)=O)(C(=O)OCC)C(=O)O1 (configuration not stated),1,-5,2,1,-1.1,i,-4,-4,-3
CCOc1ccc(S(=O)(=O)NC2CCCCCC2)cc1,-2,7,2,5,2.9,i,-9,-6,-5
CCCCOCCOCCOCCCC,-1,-4,-1,-4,-0.1,i,-8,-3,2

For reference, part of the list above:
smiles,E coli Lon inh,FAS TE block,MT1-MMP act inh,CSN inh,MsrA inhibitor,Rpn11 block,MLLE-PAM2 inh,MsrA act,Rin1 Abl inh
Cc1cc(C)n(-c2ccc(S(=O)(=O)N3CCCC3)cc2[N+](=O)[O-])n1,-12,-3,-1,3,0.0,i,-1,-4,1
C[n+]1cccc2ccc3c(c21)OC(N)=C(C#N)C3c1ccccc1 (configuration not stated),10,-3,0,6,-0.7,i,-107,-3,-4
CN(CC(=O)Nc1ccc(S(=O)(=O)N(C)C)cc1)Cc1ccc(C(F)(F)F)cc1,-17,53*,-3,12,0.0,i,-5,0,-2
CCCSc1cc(=O)n(-c2ccc(F)cc2)nc1C(=O)OCC,2,2,-1,-1,0.9,i,-9,-2,3
CC(=O)c1sc(NC(=O)C2CCCN2S(=O)(=O)c2ccccc2F)nc1C (configuration not stated),-2,-7,-2,3,1.4,i,-5,-6,-1

(continued)
smiles,E coli Lon inh,FAS TE block,MT1-MMP act inh,CSN inh,MsrA inhibitor,Rpn11 block,MLLE-PAM2 inh,MsrA act,Rin1 Abl inh
CCCC(=O)NC(c1cccc([N+](=O)[O-])c1)c1ccc2cccnc2c1O (configuration not stated),0,-1,1,1,-1.4,i,2,0,0
CCc1cc(=O)oc2c(C)c(OCC(=O)NCCN3CCOCC3)ccc12,3,-1,1,3,1.6,i,8,-4,-3
COc1cccc(Cn2nc3c4cc(F)ccc4n(Cc4ccc(F)cc4)cc-3c2=O)c1,6,-1,0,0,0.5,i,-13,-2,0
Cc1nonc1OC(C)CNc1ccc([N+](=O)[O-])cc1 (configuration not stated),-6,9,7,-1,1.3,i,7,-2,-2
CCOC(=O)[C@H]1[C@H]2COc3cc(OC)ccc3[C@@H]2N2C(=O)CN(Cc3ccc(C)cc3)C(=O)[C@@]12C,0,1,-2,-1,-1.4,i,-4,-3,5
Cc1ccccc1CN1CCN(C(=O)c2cccc3ccccc23)CC1,-9,11,-4,3,0.5,i,-2,1,-1
O=C(CSc1ncc(S(=O)(=O)c2ccccc2)c(=O)[nH]1)Nc1ccccc1Cl,-4,-2,2,1,-1.9,i,-3,-4,-1
COc1ccc(OC2CCN(C(=O)Nc3ccc(C)cc3)CC2)cc1,4,-4,3,0,0.3,i,-17,-11,1
Cc1c(Cl)cccc1N1C(=O)CC(N(O)c2ccccc2)C1=O (configuration not stated),-5,0,5,2,2.6,i,8,0,4
O=C(N/N=C/c1ccc(Br)cc1)c1cc[n+]([O-])cc1,-13,-4,4,2,2.6,i,-10,-3,-3
CCc1ccc(NC(=S)NC(=O)CC(C)C)cc1,4,-4,-6,2,-1.3,i,11,-1,3
COc1ccc(N2CCN(Cc3nc4ccccc4c(=O)[nH]3)CC2)cc1,1,-7,-6,-2,0.3,i,-7,1,-1
COCOCCn1cc(CN2CCS(=O)(=O)N(Cc3ccc(-c4ccc(Cl)c(Cl)c4)cc3)C(C)C2=O)nn1 (configuration not stated),3,30,-6,-5,-1.1,i,0,2,1
Cc1ccccc1-n1nc(C)c2cc(C(=O)N3CCOCC3)sc21,-4,-3,1,2,-0.9,i,9,-3,-1
CC(=O)Nc1nc(C)cs1,-1,-2,-1,-8,0.8,i,-4,-7,0
O=C(CSc1nc2c(c(=O)[nH]1)CCC2)Nc1ccccc1Cl,0,-5,0,0,-0.5,i,-5,-3,-1
CC(=O)CSc1cc(C)nc2c(-c3ccccc3)c(C)nn12,-2,-3,7,1,-0.1,i,-20,-3,-1
COc1cccc(-c2cnc3c(NC=O)cc(-c4ccccc4Oc4ccccc4)cn23)c1,-4,25,-10,5,2.9,i,-17,-2,-2
COc1ccc(NC(C)C(=O)N/N=C/c2ccccc2OCc2cccc(Br)c2)cc1 (configuration not stated),-2,32,-3,-1,0.8,i,0,-5,7
Cc1ccc(C(C(=O)NC(C)(C)C)N(Cc2cccnc2)C(=O)C(=O)NC2CCCCC2)o1 (configuration not stated),-5,-3,3,0,-0.3,i,13,-11,-5
Cc1cccc(C(=O)NC(=S)N2CCN(C)CC2)c1,-5,-7,3,-1,-0.4,i,9,-3,4
CCN(C(=O)COC(=O)C12CC3CC(CC(NC(C)=O)(C3)C1)C2)C1CCCCC1,-1,-4,2,2,0.3,i,10,-2,0
O=C(Nc1ccccc1N1CCOCC1)c1ccc(N2CCCC2=O)cc1,-8,-3,-4,-2,-0.4,i,-13,-3,1
COc1cc2c(cc1OC)CN(CC(=O)Nc1ccc(S(=O)(=O)N(C)C)cc1)CC2,-5,-4,0,-5,-0.5,i,-14,-3,-3
COc1ccccc1N1CCN(C(=O)C(=O)c2cn(CC(=O)N3CCOCC3)c3ccccc23)CC1,6,-3,3,1,0.3,i,4,-13,0
COc1ccc(Cl)cc1NC(=O)CN(C)C(=O)c1cc(-c2cccs2)nn1-c1ccccc1,-4,26,0,3,-0.1,i,-28,-4,1
Cc1ccc(S(=O)(=O)C(C#N)c2nc3ccccc3nc2N2CCCC2)cc1 (configuration not stated),-11,-2,-23,7,1.8,i,0,-3,-1
CN(CCCN1CCCCC1)C(=O)CCc1nnc(C2CCCCC2)o1,5,-7,-1,-14,1.4,i,-13,-6,1
O=C(NCCOc1ccccc1)C(c1ccccc1)c1ccccc1,10,9,-5,-3,-0.8,i,2,-2,-2
O=C(NCc1ccncc1)Nc1ccccc1F,3,-9,2,-5,1.7,i,-6,-8,0
